# TIM10 inh = inhibits growth of TIM10 yeast strain; S. cerevisiae TIM10 strain growth, BacTiter-Glo luminescence, 24 h; inhibition, % at 10 µM; 1.4% of 330,000 active;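 active = inhibition of 40% or more at the single tested concentration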;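 also: wild-type TIM10 isogenic control strain grown at permissive 25 °C; 0% = DMSO yeast wells and 100% = minimal medium wells without yeast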
# tim23-1 inh = inhibits growth of tim23-1 mutant yeast; S. cerevisiae tim23-1 growth, BacTiter-Glo luminescence, 24 h; 1.3% of 330,000 active; inhibition, % at 20 µM;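 active = growth inhibition of the mutant yeast at or above 50%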;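 also: temperature-sensitive mutant grown at 25 °C; plate controls were DMSO-treated mutant yeast for no effect and medium wells lacking yeast for full effect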
# NLRP3 yeast inh = inhibitors of NALP3 inflammasome in yeast. Yeast reconstituted NLRP3/ASC/caspase-1, beta-gal luminescence, 24 h. inhibition, % at 10 µM. 0.39% of 330,000 active;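 active = inhibition of 50% or more; inactive = inhibition below 50%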;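 also: plate controls were induced DMSO wells for no effect and uninduced yeast grown without galactose for full effect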
# Mdm2 MdmX PPI = inhibitors of human Mdm2/MdmX interaction; 3% of 330,000 active; O15151+Q00987; SaOS-2 split-luciferase Mdm2/MdmX complementation, luminescence; inhibition, % at 8 µM;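 active = inhibition of at least 50% at 8 µM in the primary screen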
# Target sequence (O15151 whole entry, looked up): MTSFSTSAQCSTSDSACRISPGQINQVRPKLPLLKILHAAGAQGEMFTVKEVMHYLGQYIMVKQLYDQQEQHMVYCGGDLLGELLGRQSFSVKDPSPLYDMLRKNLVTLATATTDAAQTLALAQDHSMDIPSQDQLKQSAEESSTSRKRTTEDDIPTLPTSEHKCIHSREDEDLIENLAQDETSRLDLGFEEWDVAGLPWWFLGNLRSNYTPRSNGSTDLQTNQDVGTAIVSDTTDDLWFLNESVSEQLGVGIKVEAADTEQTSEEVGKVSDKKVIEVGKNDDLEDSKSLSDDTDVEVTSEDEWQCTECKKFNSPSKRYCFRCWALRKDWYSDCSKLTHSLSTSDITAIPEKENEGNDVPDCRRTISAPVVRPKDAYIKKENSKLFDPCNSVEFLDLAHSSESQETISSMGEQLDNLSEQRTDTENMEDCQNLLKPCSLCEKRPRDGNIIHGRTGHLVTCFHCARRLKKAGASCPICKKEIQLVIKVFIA
# Target sequence (Q00987 whole entry, looked up): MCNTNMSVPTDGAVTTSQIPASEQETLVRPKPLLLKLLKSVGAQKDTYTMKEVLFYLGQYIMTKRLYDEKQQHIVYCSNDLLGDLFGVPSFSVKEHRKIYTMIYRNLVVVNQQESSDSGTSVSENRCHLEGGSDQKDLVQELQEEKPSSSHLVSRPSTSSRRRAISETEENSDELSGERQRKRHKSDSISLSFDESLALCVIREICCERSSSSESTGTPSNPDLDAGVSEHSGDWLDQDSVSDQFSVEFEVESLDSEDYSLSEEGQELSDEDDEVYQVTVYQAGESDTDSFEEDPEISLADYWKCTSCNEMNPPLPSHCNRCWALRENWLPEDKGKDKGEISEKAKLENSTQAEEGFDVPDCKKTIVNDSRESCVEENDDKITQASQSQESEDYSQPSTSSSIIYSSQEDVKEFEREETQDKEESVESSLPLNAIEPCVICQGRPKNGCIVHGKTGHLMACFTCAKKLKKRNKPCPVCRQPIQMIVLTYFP
# UPR CHOP act = apoptotic UPR (CHOP) activation. CHO-CHOP luciferase reporter, luminescence; percent of tunicamycin response over DMSO baseline. 0.34% of 330,000 active. activation, % at 10 µM;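 active = at 10 µM dose, activation of 40% or more, normalized to positive control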;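 also: 100% = tunicamycin at 10 µg/mL and 0% = DMSO alone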
#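 System: CHO CHOP reporter cells. Amount: 500 cells per well. Buffer or medium: F12 medium, 10% FBS. Compound dosing: one dose, 10 µM in 0.5% DMSO. Incubation: 6 h compound exposure at 37 °C after overnight seeding. Technique: Steady-Glo luciferase luminescence. Benchmarks: tunicamycin and DMSO controls.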
# tim10-1 inh = tim10-1 yeast growth inhibition; S. cerevisiae tim10-1 ts strain growth, BacTiter-Glo, 24 h; inhibition, % at 20 µM; 2.2% of 330,000 active;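 active = inhibition of at least 40%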;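 also: mutant grown at 25 °C; 0% = DMSO wells with yeast and 100% = wells holding no yeast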
# GRIN3A LBD mod = NR3A (human) ligand-binding domain modulation; NR3A LBD differential scanning fluorimetry, Tm shift; 0% = protein alone, 100% = glycine-bound protein; 2.5% of 340,000 active; Tm shift relative to glycine control, % at 25 µM; AID 1259313;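 active = melting temperature shift of at least 10% of the positive control shift, at one fixed dose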
# APJ ag = activates the human apelin receptor APJ. P35414. CHO-K1 APJ PathHunter beta-arrestin, luminescence; 0% DMSO wells, 100% apelin. activation, % at 20 µM. 0.11% of 330,000 active. AID 2520;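 active = activation more than six SD over the plate average, tested at 20 µM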;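 also: 0% = DMSO alone and 100% = apelin-13 at 10 nM; some results filed as inactive read as strong as hits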
#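 Material: CHO-K1 APJ beta-arrestin complementation cell line; Input: cell density 1000 per well; Incubation: compound stimulation 90 min at 25 °C, detection 60 min; Signal: luminescence from split beta-galactosidase complementation, Galacton Star/Emerald II substrate; Controls: DMSO-only wells as negative, 10 nM Apelin-13 as positive control.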
# UPR XBP1 act = adaptive UPR (XBP1) activation. CHO-XBP1 luciferase reporter, IRE1-XBP1 UPR activation, luminescence; percent of tunicamycin response, DMSO as zero. activation, % at 20 µM. AID 463104. 0.33% of 330,000 active;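 active = versus positive control, 20 µM dose yields 30% or more activation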;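 also: 100% = tunicamycin at 10 µg/mL and 0% = DMSO only wells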
#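 Material: IRE1-XBP1 luciferase reporter CHO line / Quantity: one thousand reporter cells per well / Buffer or medium: F12 with 10% serum / Compound: 20 µM single concentration, DMSO 1% / Times: 6 h treatment, 37 °C / Detection: Steady-Glo luciferase glow luminescence, 10 min after reagent addition / Benchmarks: tunicamycin high, DMSO low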
# Numbers without * were called inactive; / = not tested or not shown. Compounds as they come; 8.2% or so of the library scored in one or more.
SMILES,TIM10 inh,tim23-1 inh,NLRP3 yeast inh,Mdm2 MdmX PPI,UPR CHOP act,tim10-1 inh,GRIN3A LBD mod,APJ ag,UPR XBP1 act
O=C(Nc1nnc(SCC(=O)N2CCCCC2)s1)c1ccccc1F,3,22,3,-17,0.1,17,-3,0,0
Cc1ccc2c(c1)cc(CN(Cc1ccco1)C(=O)COc1ccccc1)c1nnnn12,22,2,4,8,3.6,29,0,-5,-2
O=C(Nc1ccc(F)cc1F)Nc1ccccc1C(=O)NCCN1CCNC1=O,-29,12,22,-11,-0.6,-17,0,0,2
COCCN(Cc1ccco1)C(=O)C1CCCN(c2ncnc3c2nc2n3CCCCC2)C1 (centres undefined),6,10,-5,0,1.7,8,-2,-1,0
CC(C)(C)c1nnc(NC(=O)c2ccc3c(c2)OCO3)s1,7,14,21,-61,3.3,22,1,-6,3
CCc1cccc(NC(=O)C2CCN(S(=O)(=O)c3ccc4[nH]c(=O)ccc4c3)CC2)c1,3,10,13,-7,-2.2,-2,1,-5,-2
CCOC(=O)CSc1nc2c(cnn2-c2ccc(C)cc2)c(=O)[nH]1,11,2,5,-5,-2.6,1,0,3,1
COCCNC(=O)CN(c1cc(Cl)ccc1OC)S(C)(=O)=O,1,2,17,3,-2.4,-23,/,2,-3
CC(C)CNC(=O)NC(=O)COC(=O)COc1ccc(Cl)cc1Cl,10,13,0,10,2.3,-1,-6,-4,-3
CCOC(=O)CCc1c(C)c2ccc(OCC(=O)N(CC)CC)c(C)c2oc1=O,23,15,5,13,-1.2,16,0,-5,-3
O=C(Nc1ccccc1)c1oc2ccccc2c1NC(=O)C1CC1,16,16,13,-8,0.3,14,13*,3,4
CCN(Cc1ccccc1)S(=O)(=O)c1nc2nc(C)c(C)c(C)n2n1,1,1,-7,2,-1.6,-1,0,-3,-4
COCCC(=O)N1CCC(Oc2ccc(C(=O)N3CCCCC3CCO)cc2)CC1 (centres undefined),9,10,16,25,3.4,4,0,1,-5
CCC(=O)Nc1ccc(/C(C)=N/NC(=O)c2c(-c3ccccc3Cl)noc2C)cc1,14,2,-1,7,-0.7,17,11*,0,-2
CN(C(=S)NC(=O)c1ccccc1)C1CCCCC1,22,20,17,29,2.1,21,3,-2,-5
COc1ccc(CCc2nc(-c3cccs3)no2)cc1,2,24,27,-51,5.1,7,-1,-3,-2
CCCS(=O)(=O)Nc1ccc(N2CCCCC2)c(S(=O)(=O)Nc2ccccc2OC)c1,4,26,5,17,-2.8,23,7,-4,-1
OC1CCCN(c2c3c(nc4cc(-c5cccc(F)c5)nn24)CCCC3)C1 (centres undefined),29,42,2,-52,3.1,36,0,-1,8
CCOC(=O)C(C)Sc1nnc(-c2ccccc2O)n1-c1ccc(C)cc1 (centres undefined),30,26,18,20,2.9,16,-1,-5,0
O=C(CSc1ncn[nH]1)Nc1c(F)cc(F)cc1Br,-6,22,8,-8,-0.3,-4,2,-2,-2
CCc1ccccc1NC(=O)/C(C#N)=C/c1ccc(Sc2ccccc2)o1,26,16,18,22,0.9,30,1,-4,4
CSc1nc(SCC(=O)NCc2ccco2)c2c3c(sc2n1)COC(C)(C)C3,-1,24,-4,51*,-1.3,27,-1,4,11
CCOCC(=O)Nc1ccc(S(=O)(=O)Nc2ncccn2)cc1,11,15,5,21,0.2,5,3,-6,-1
COc1ccc(C(=O)OCC(=O)c2c[nH]c3ccccc23)cc1OC,5,1,13,-16,2.7,11,1,0,7
O=C(CN1CCN(C(=O)c2ccccc2)CC1)Nc1cc(S(=O)(=O)N2CCCC2)ccc1Cl,1,0,7,3,-1.6,-10,0,-1,-1
CC1(NC(=O)Cc2ccc(Cl)c(Cl)c2)CCS(=O)(=O)C1 (centres undefined),8,9,-7,-42,0.3,12,-2,-2,1
O=Cc1c(Nc2ccccc2Cl)nc2ccccn2c1=O,5,19,10,8,-0.5,9,0,-2,-1
CCOC(=O)c1c(C)[nH]c(C(=O)C(C)Cl)c1C (centres undefined),24,10,12,9,3.5,18,-5,-2,-1
O=C1CSC(=NC(=O)c2ccccc2)N1,9,19,45,23,-0.4,-1,-3,-3,-2
COc1ccc(NC(=O)N(Cc2cc3cc(OC)ccc3[nH]c2=O)CC2CCCO2)cc1 (centres undefined),8,14,22,2,-3.9,27,3,-2,1
CC(=O)NC(CC(=O)O)C(=O)O (centres undefined),7,5,16,-7,0.2,2,1,3,-9
CCN1C(=O)/C(=C2\SC(N3CCOCC3)=NC2=O)c2ccccc21,-8,-13,3,8,3.7,9,0,1,10
O=C(CNC(=O)c1ccc(S(=O)(=O)N2CCCC2)cc1)N/N=C/c1ccco1,-11,15,14,-8,-2.1,-5,-1,-1,-2
Nc1nnc(SCC(=O)Nc2cc(F)ccc2F)s1,1,-7,1,-10,-0.4,-1,0,-4,-2
O=C(/C=C/c1ccc2ccccc2n1)N1CCN(c2ccccc2)CC1,5,15,26,34,-1.0,8,-1,-2,1
CC(=O)c1c(C)[nH]c(C(=O)Nc2cc(S(=O)(=O)N3CCCCC3)ccc2C)c1C,12,8,11,22,-1.1,3,-3,0,-4
CCOc1cc(/C=C/C(=O)c2ccc(C)cc2)ccc1OCC(=O)N(C)C,45*,43,10,19,2.4,50*,6,-1,-2
O=C(CC1CCCC1)Nc1cc(S(=O)(=O)N2CCOCC2)ccc1O,8,-4,13,20,0.1,8,2,2,-1
Cc1ccc(NC(=O)CN(C)S(=O)(=O)c2cnc[nH]2)cc1C,1,4,0,16,-1.1,0,1,-3,-3
N#CCC(=O)N1CCN(C=O)CC1,-5,-7,20,14,0.6,6,-1,0,1
N#Cc1cnn2c(-c3cccc(C(F)(F)F)c3)ccnc12,-4,13,13,22,-0.5,-3,0,-4,2
Nc1ncc(Br)cc1S(=O)(=O)NCCC(=O)NCCc1ccc(Cl)cc1,2,5,-1,25,-1.4,-7,-6,6,0
CC(C)N(C(=O)COC(=O)c1ccccc1C(=O)c1ccc(Cl)c([N+](=O)[O-])c1)C(C)C,-5,27,13,82*,0.3,14,0,-2,-2
COc1cc2c(cc1/C=C1/NC(=O)N(CC(=O)Nc3ccccc3)C1=O)OCO2,-3,0,-9,27,-1.0,18,-1,-1,-1
COCc1ccc(C(=O)N2CCc3c([nH]c4ccccc34)C2c2ccccn2)s1 (centres undefined),24,30,-7,31,-0.8,28,1,0,-1
C[C@H](NC(=O)OC(C)(C)C)c1nnc(SCC(N)=O)o1,7,15,-3,-6,0.6,-9,-1,-1,-5
COc1cccc2c1OCC/C2=N\NC(=O)COc1ccc(C)cc1,-8,-8,8,16,0.8,-5,-3,-1,-2
O=C(NCc1ccccc1)c1ccc(NC(=O)C2CCCO2)cc1 (centres undefined),4,-2,0,5,20,-3,1,0,0
COc1ccc(/C=N/NC(=O)c2cccc(NC(C)=O)c2)c(OC)c1,-5,15,3,6,-1.1,5,-2,-4,-1
CCn1c(C2CC(=O)N(Cc3ccccc3)C2)nc2ccccc21 (centres undefined),-9,6,9,-10,0.9,0,-1,7,-2
O=C1ON=C(c2ccccc2)/C1=C\c1ccco1,27,29,2,9,2.6,26,4,7,11
COc1cccc(C(=O)Nc2ccc(NC(=O)c3ccco3)nc2)c1,-16,-25,15,-97,5.1,-18,1,0,1
CNC(=O)[C@H]1O[C@@H](n2cnc3c(NCc4cccc(I)c4)ncnc32)[C@H](O)[C@@H]1O,2,0,3,-18,0.6,10,-1,-4,-4
CC(C)c1ccc(CNc2ccc([N+](=O)[O-])cn2)cc1,28,1,21,-9,4.8,7,-30,2,1
Cc1cc(C)c2c(-n3cccc3)c(NC(=O)OC(C)C)sc2n1,13,42,23,12,-1.5,23,0,1,-3
COc1ccc(C(=O)C2CCCN(Cc3ccc4nonc4c3)C2)c(C)c1 (centres undefined),4,7,10,16,0.1,6,-2,-3,-3
O=C(CN1CCOCC1)Nc1cc(Cl)ccc1Cl,0,11,10,-18,0.7,14,1,0,-1
CCC(=O)c1ccc(OCC(=O)OCC(=O)N(C)CC(=O)Nc2ccc(F)cc2)cc1,-2,-8,7,4,0.5,-6,-1,1,-2
COC(=O)CSc1[nH]c2ccc(F)cc2c1[N+](=O)[O-],-12,-11,5,-25,-0.8,11,1,-5,0
c1ccc2c(c1)NC1(CCCCC1)n1c-2nc2ccccc21,37,28,41,2,3.4,27,-10,-3,7

# Three entries out of the list above, arranged by the value under TIM10 inh, largest number first:
Compound	TIM10 inh
c1ccc2c(c1)NC1(CCCCC1)n1c-2nc2ccccc21	37
COc1ccc(C(=O)C2CCCN(Cc3ccc4nonc4c3)C2)c(C)c1 (centres undefined)	4
CNC(=O)[C@H]1O[C@@H](n2cnc3c(NCc4cccc(I)c4)ncnc32)[C@H](O)[C@@H]1O	2

# Following part.
SMILES,TIM10 inh,tim23-1 inh,NLRP3 yeast inh,Mdm2 MdmX PPI,UPR CHOP act,tim10-1 inh,GRIN3A LBD mod,APJ ag,UPR XBP1 act
COc1ccc(/C=C(/C(=O)c2ccc(Cl)cc2Cl)n2cncn2)cc1,77*,76*,28,10,0.9,64*,0,-1,0
COc1ccc(-c2nn(-c3ccccc3)cc2/C=N/NS(=O)(=O)c2ccccc2)cc1,12,24,12,-19,0.8,13,21*,-1,-3
CC(=O)Nc1ccc(NC(=O)C(C)Oc2ccc(Cl)cc2Cl)cc1 (centres undefined),30,40,2,13,-0.2,37,-2,-3,-1
CCc1cc2cccc(C)c2nc1SCC(=O)c1ccc(NC(C)=O)cc1,5,6,-9,-5,-0.6,6,7,2,2
O=C(Cn1cnc2c(cnn2-c2ccccc2Cl)c1=O)N1CCc2ccccc21,2,11,10,-8,-1.3,11,1,-4,-1
COc1ccc(-n2nc(C(=O)NCC(=O)NCc3ccccc3OC)c3ccccc3c2=O)c(OC)c1,26,7,-2,-36,-0.8,22,0,-3,-1
Cc1ccc(S(=O)(=O)N2CCC(C(=O)Nc3cc(C(F)(F)F)ccc3N3CCOCC3)CC2)cc1C,-2,9,23,30,3.1,4,-2,-5,-1
O=C(O)c1cccc(Sc2ccc(Br)cc2C(=O)O)c1,-1,-21,-4,11,-0.9,-1,0,-2,2
CCN(CC(=O)Nc1ccc(NC(C)=O)cc1)C(=O)c1cc(S(=O)(=O)N2CCCCCC2)ccc1OC,3,8,2,0,1.8,8,-1,4,-5
CCC(C(=O)OCC(=O)N(CCOC)c1c(N)n(Cc2ccccc2)c(=O)[nH]c1=O)c1ccccc1 (centres undefined),11,6,13,7,-1.2,6,-1,5,-1
O=S(=O)(Nc1ccc2c(c1)OCO2)c1ccc(Br)s1,17,18,34,-1,0.9,23,-10,-4,1

# Screening data deposited in PubChem BioAssay by Sanford-Burnham Center for Chemical Genomics.
